AmpC detergent = inhibitors of E. coli AmpC beta-lactamase with detergent; 370,000 compounds, 0.041% hits; Potency, µM (top dose mostly 114 µM), for inactives: at the highest dose activity change, negative = inhibition, most hits filed as inhibitors; P00811; AmpC hydrolysis of nitrocefin, absorbance 480 nm, 0.01% Triton;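 also: potency is read from the fitted curve at half-maximal effect; 0% = no-compound wells and -100% = no-enzyme wells; nearly all actives have a fitted effect of over 25% in size; some results filed as inactive show a strong effect at the top dose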
Target sequence (P00811 whole entry, looked up): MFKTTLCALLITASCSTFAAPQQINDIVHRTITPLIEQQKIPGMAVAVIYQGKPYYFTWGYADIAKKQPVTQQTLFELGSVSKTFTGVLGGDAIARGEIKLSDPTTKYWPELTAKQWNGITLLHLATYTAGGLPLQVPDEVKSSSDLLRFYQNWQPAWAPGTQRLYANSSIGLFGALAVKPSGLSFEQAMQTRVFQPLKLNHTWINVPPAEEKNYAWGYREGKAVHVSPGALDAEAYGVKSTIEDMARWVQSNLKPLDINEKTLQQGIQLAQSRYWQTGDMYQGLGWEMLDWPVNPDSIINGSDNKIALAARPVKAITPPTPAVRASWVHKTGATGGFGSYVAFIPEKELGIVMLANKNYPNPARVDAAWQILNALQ
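20 mM phosphate pH 7.0 + 0.01% (detergent screen) or 0.0001% Triton X-100; 5.3 nM AmpC reagent; cpd preinc 15 min RT; nitrocefin (800 uM stock) to start; A480 q20 s × 4 min; Activity was normalised to no-enzyme and no-compound control wells.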
HCMV inh = inhibitors of human cytomegalovirus; HFF cells, HCMV-luciferase reporter, 72 h; hits give low values; activity change, negative = inhibition, % at 57.5 µM; 410,000 compounds, 4.5% hits; AID 1259415; in the data active = activity change below about -60%; inconclusive = no clear call, values can overlap the other calls; inactive = above about -39%
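HFF cells seeded 16 h at 37C, treated with compounds, infected with luciferase-reporter HCMV at MOI 1 PFU/cell; luciferase read at 72 h post infection, normalized to buffer-only and Salinomycin controls.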
LmPK inhibitor = inhibitors of Leishmania mexicana pyruvate kinase; Q27686; purified LmPK, Kinase-Glo ATP luminescence, 1 h; 290,000 compounds, 0.37% hits; Potency, µM (top dose mostly 57.5 µM), inactives show top-dose activity change, negative = inhibition, usual class: inhibitors; AID 1721; also: potency is read from the fitted curve at half-maximal effect
Target sequence (Q27686 whole entry, looked up): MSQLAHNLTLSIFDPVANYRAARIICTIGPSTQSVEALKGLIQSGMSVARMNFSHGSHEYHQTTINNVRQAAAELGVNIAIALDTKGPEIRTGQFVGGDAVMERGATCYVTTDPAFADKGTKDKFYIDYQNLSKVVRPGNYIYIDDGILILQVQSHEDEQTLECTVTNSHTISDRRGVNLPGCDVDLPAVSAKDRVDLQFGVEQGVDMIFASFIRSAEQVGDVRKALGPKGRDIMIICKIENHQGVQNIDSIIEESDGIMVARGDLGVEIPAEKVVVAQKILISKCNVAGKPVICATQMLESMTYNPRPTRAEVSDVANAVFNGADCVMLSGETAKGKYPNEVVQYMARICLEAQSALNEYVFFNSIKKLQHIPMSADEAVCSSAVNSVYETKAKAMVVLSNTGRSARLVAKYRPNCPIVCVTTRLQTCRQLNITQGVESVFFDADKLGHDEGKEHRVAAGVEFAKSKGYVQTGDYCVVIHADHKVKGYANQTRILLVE
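Screened at intermediate enzyme activity to detect both inhibitors and activators: LmPK at 0.1 nM, with a 0.5 nM enzyme column as activation reference. PEP 0.5 mM, ADP 0.1 mM; ATP detected by luminescence after 1 h.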
Tb PYK inh = blocks Trypanosoma brucei pyruvate kinase; Potency, µM (top dose mostly 76.8 µM), for inactives: at the highest dose activity, negative = inhibition, actives largely listed as inhibitors; TbPYK enzyme, Kinase-Glo Plus ATP luminescence, 45 min; 410,000 compounds, 0.12% hits; Q57TT1; AID 624173; also: potency is read from the fitted curve at half-maximal effect; nearly all actives have a fitted effect of over 50% in size
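Readout: single end-point luminescence (Kinase-Glo Plus, 10 min). Reaction conditions were TbPYK/substrate plus 130 uM ADP, 45 min at RT, pH 7.2 TEA buffer. No-enzyme wells served as controls, and data were normalized before concentration-response fitting.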
AmpC inh no detg = inhibitors of E. coli AmpC beta-lactamase without detergent; P00811; AmpC nitrocefin hydrolysis, absorbance 480 nm, 0.0001% Triton; Potency, µM (series often up to 57.1 µM), without a hit: at the top dose activity change, negative = inhibition, usual class: inhibitors; 330,000 compounds, 0.52% hits; AID 485341;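 also: potency is read from the fitted curve at half-maximal effect; plate controls were no compound for no effect and no enzyme for full effect; nearly all actives have a fitted effect of over 20% in size; some results filed as inactive show a strong effect at the top dose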
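20 mM phosphate pH 7.0 + 0.01% (detergent screen) or 0.0001% Triton X-100; 5.3 nM AmpC reagent; cpd preinc 15 min RT; nitrocefin (800 uM stock) to start; A480 q20 s × 4 min; Activity was normalised to no-enzyme and no-compound control wells.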
HCV inh = HCV inhibition; 340,000 compounds, 3.4% hits; Huh7.5.1 HCVcc-Cre infection, luciferase reporter, 44 h; Potency, µM (highest dose often 41.8 µM), for the others: at the highest dose activity change, negative = inhibition, usual class: inhibitors; AID 651820; also: potency is read from the fitted curve at half-maximal effect
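Seed cells (1,000/well) for 4 h; treat with compound and infect with HCVcc-Cre, moi about 0.5. Incubate 44 h, then detect luciferase activity.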
AMA1-RON2 inh = inhibitors of Plasmodium falciparum AMA1-RON2 interaction | AlphaScreen AMA1-biotinylated RON2 peptide binding | Potency, µM (doses to about 58.2 µM), inactives show at the highest dose activity change, negative = inhibition, hits mostly inhibitors | 360,000 compounds, 0.2% hits;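 also: potency is read from the fitted curve at half-maximal effect; 0% = vehicle wells and -100% = peptide control; nearly all actives have a fitted effect of over 45% in size; some results filed as inactive show a strong effect at the top dose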
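AMA1 (3D7) with his tag at 25 nM final met compounds first, then biotinylated RON2 peptide at 25 nM; detection used donor plus acceptor beads, 10 µg/mL apiece, read by AlphaScreen after 30 min at room temperature.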
* hit, by the source's call; ? = inconclusive; . = not tested or not shown; & = joins results of further samples; [ ] = another dose, or the depositor's remark. Unless noted, calls follow the shape of the dose curve; as a rule, active = well fitted curve in the direction sought with a large enough effect; inconclusive = small, poorly fitted or top-dose-only effect, or another doubt; inactive = no such curve, though single readings can be large; an effect the other way counts as inactive or inconclusive. Unless noted, % is scaled to controls: 0 for no effect and ±100 for the full control effect.

SMILES	AmpC detergent	HCMV inh	LmPK inhibitor	Tb PYK inh	AmpC inh no detg	HCV inh	AMA1-RON2 inh
CC(=O)CSc1ncnc2c1cnn2-c1ccccc1	8%	32	23%	-13%	-10%	-2%	-1%
CCCCNC(=S)NNC(=O)c1c(C)nc2ccccn12	-2%	33	-1%	-3%	-17%	9%	55%
CCOC(=O)[C@]12CCC=C1N(CCC1=CCCCC1)C(=O)[C@H](CC(=O)NCC1CCCCC1)C2	.	17	.	-3%	.	.	-4%
Cc1ccc(/C=N/NC(=O)C(NC(=O)c2ccccc2)c2n[nH]c(=O)c3ccccc23)cc1 (stereo not drawn)	-14%	20	1%	8%	-9%	-17%	52%[activator]
Cc1cc(NC(=O)Cn2nnc(-c3ccccc3NC(=O)c3ccccc3F)n2)no1	2%	7	-5%	-4%	-33%	-1%	2%
Cc1ccc(S(=O)(=O)NCCC(=O)NCCCSc2ccccc2)cc1	2%	-75*	.	-2%	-7%	?	0%
COc1ccc(C(c2c(O)nc(SC)n(C)c2=O)c2c(O)nc(SC)n(C)c2=O)cc1O	7%	-32	1%	-13%	-31%	36%[activator]	-2%
N#Cc1c(N)nc(N)nc1Nc1ccc(Br)cc1	-2%	229	2%	10%	-31%	-24%	-7%
Cc1cc(Oc2ccccc2)nc(OCC#N)n1	-3%	7	-3%	0%	3%	2%	6%
O=C(O)CCc1ccc(-c2ccc(Br)cc2)n1-c1cccc(O)c1	0%	?	-2%	-3%	-39%	5%	-15%
CCOC(=O)Nc1sc(NS(=O)(=O)c2ccccc2)nc1C	-14%	-8	4%	-8%	-30%	12%	24%
COc1ccccc1C(=O)NCCC(=O)N1CCN(S(=O)(=O)c2cccc(Cl)c2)CC1	-4%	0	.	-1%	116%[activator]	-14%	-9%
Cc1ccc(-c2nc(NC(=O)c3nn(C)cc3[N+](=O)[O-])sc2C)cc1C	-3%	-107*	0%	-6%	12%	?	-21%
O=[N+]([O-])c1cc(Br)c2nsnc2c1N1CCOCC1	-10%	22	-1%	-2%	-18%	-19%	?
CCCCCn1c(N(C)Cc2ccccc2)nc2c1c(=O)[nH]c(=O)n2C	?	-9	-1%	2%	45%	?	-13%
CCCCNc1nc2ccccc2n1CC(=O)N1CCc2ccccc2C1	?	-6	10%	?	-10%	2%	?
O=C1c2ccccc2NC(c2ccccn2)N1c1ccc(Cl)cc1 (stereo not drawn)	-12%	84	-1%	-4%	-31%	12%	-4%
CC1CN=C(NCc2ccncc2)S1 (stereo not drawn)	-16%	-20	1%	-2%	-12%	6%	-1%
CCOC(=O)C1=C[C@@H](CC)N(S(=O)(=O)c2ccccc2)[C@H]1c1ccccc1	.	-10	.	-3%	.	.	4%
O=C(NC1CCN(C(=O)Nc2ccc(F)cc2)CC1)c1ccccc1F	-10%	-12	-3%	-6%	-17%	4%	-1%
O=C(NCc1ccco1)c1ccc2c(=O)n(CCC3=CCCCC3)c(=O)[nH]c2c1	1%	-24	-12%	0%	-56%	-11%	3%
CCOC(=O)Nc1ccc2c(c1)N(C(=O)N1CCN(C)CC1)c1ccccc1CC2	3%	-18	-8%	0%	117%[activator]	24%	-2%
Cc1ccnc(NC(=O)CCC(=O)N(CC(=O)NCCc2ccccc2)Cc2ccco2)c1	8%	61	2%	1%	51%	1%	-2%
CC(=O)Nc1cccc(/C(C)=N/Nc2nc3ccccc3s2)c1	8%	139	14%	7%	1%	?	24%
Cc1ccc(NC(=O)c2c([N+](=O)[O-])cnn2C)cc1C	?	7	-6%	1%	-1%	9%	3%
COC(=O)c1ccc(CNCC(O)COc2ccc(-c3ccccc3)cc2)cc1 (stereo not drawn)	?	24	7%	-3%	-18%	-8%	1%
CC1(C)N=C(N)N=C(N)N1c1cccc(CC(=O)Nc2ccccc2)c1	.	-82*	.	-2%	.	.	4%
Cn1c(CNC(=O)c2ccc(F)cc2)nc2ccccc21	-12%	47	-3%	-9%	15%	5%	21%
NC(=O)c1ccc(NC(=O)Nc2ccc3c(c2)OCO3)cc1	-3%	60	-10%	-9%	-16%	4%	-13%
COc1ccc(OC)c(CN2CCN(C(=O)c3ccco3)CC2)c1	-1%	-20	-1%	6%	-2%	5%	?
COCc1nnc(NC(=O)CSc2ccc(C)cc2)s1	1%	7	4%	0%	-4%	12%	4%
O=S(=O)(Nc1c(S(=O)(=O)c2ccccc2)c2nc3ccccc3nc2n1C1CCCCC1)c1ccccc1	-6%	35	2%	0%	-18%	8%&-18%	-8%
CCCCN(C(=O)C1CC(=O)N(c2ccc(OC)cc2OC)C1)c1c(N)n(CC(C)C)c(=O)[nH]c1=O (stereo not drawn)	4%	-39	-8%	-5%	-2%	10%	14%
O=C(NC1CCCCNC1=O)c1ccco1 (stereo not drawn)	-24%	6	4%	6%	-10%	-10%	-12%
CC(=NCc1ccco1)c1c(O)n(C)c(=O)n(C)c1=O	-5%	-2	-5%	-14%	-2%	18%	8%
Cc1ccc(Nc2cc(C(=O)NCCc3ccccc3)c3ccccc3n2)c(C)c1	7%	18	.	4%	.	.	.
N#Cc1c2n(c(=S)n(-c3ccccc3[N+](=O)[O-])c1=O)CCCCC2	-18%	50	0%	8%	-1%	12%	-4%
COc1ccc(CNC(=O)Cn2nnc(-c3ccc(NC(=O)C4CCCCC4)cc3)n2)cc1	?	-5	2%	3%	-18%	-8%	20%
CCOc1cc(/C=N/NC(=O)Cn2nc([N+](=O)[O-])cc2C)cc(Br)c1OCc1ccccc1C	?	24	11%	-3%	-30%	-7%	3%
CCOC(=O)Cc1csc(NC(=S)NC(=O)c2cccc([N+](=O)[O-])c2)n1	-4%	8	1%	-3%	-25%	2%	19%
CCOC(=O)c1sc(NC(C)=O)nc1C	-8%	21	4%	-18%	-13%	-25%	2%
O=C(NC1CCCC1)c1ccc2c(=O)n(Cc3ccccc3)c(SCc3ccc([N+](=O)[O-])cc3)nc2c1	3%	-16	.	2%	.	.	.
CCOc1ccc(N2C(=O)Nc3ccccc3C2(O)C(=O)NCc2ccc(C)cc2)cc1 (stereo not drawn)	4%	-1	-6%	-1%	-15%	?	17%
Cc1ccsc1C(=O)NCC(=O)OCc1ccccc1	-2%	-11	-7%	1%	-18%	14%	-6%
N#CC(C#N)=C1c2cc(S(N)(=O)=O)ccc2-c2ccc(S(N)(=O)=O)cc21	-14%	3	3%	-6%	-10%	-2%	-22%
CN(Cc1cccs1)C(=O)c1ccc(S(=O)(=O)NCc2ccco2)cc1	-7%	-18	0%	3%	-13%	7%	-2%
Cc1ccnc(Nc2nc(-c3sc(C)nc3C)cs2)c1	.	-107*	.	4%	.	8.9µM*	-11%
C=CCn1c(SCc2nc3cc(C(F)(F)F)ccc3c(=O)[nH]2)nc2sc(CC)cc2c1=O	-2%	57	-1%	-6%	-43%	12%	8%[2.32 µM]
CCNC(=O)/C=C1\NC(C)(C)Cc2c1ccc1ccccc21	?	-9	13%	-6%	5%	-23%	-1%
CS(=O)(=O)Nc1ccc(S(=O)(=O)N2CCCCCC2)cc1	-2%	2	1%	-5%	-4%	5%	-9%
COc1cc2nc(CN3CCN(S(=O)(=O)c4ccc(C)c(C)c4)CC3)[nH]c(=O)c2cc1OC	4%	-22	-7%	3%	-10%	8%	3%
CNC(=S)N1CCN=C1Nc1nc(C)cc(C)n1	6%	87	0%	0%	-6%	-23%	22%
CCOC(=O)c1oc2ccc(CNC(C)(C)C)c(Cl)c2c1C	1%	2	-3%	-1%	-13%	?	-10%
CCOC(=O)c1oc2ccc(/C=N/O)c(Cl)c2c1C	0%	-5	4%	-1%	6%	4%	9%
Cc1nn(Cc2ccc(Cl)cc2)c(C)c1NC(=O)CSc1nc2c(c(C(F)(F)F)n1)CCc1ccccc1-2	-5%	-30	0%	0%	-5%	.	-4%
N/C(Cc1cccc2ccccc12)=N\O	2%	-4	-5%	4%	-9%	11%	-12%
CCOC(=O)c1sc(C)c2c(=O)n(CC)nnc12	0%	1	-1%	-21%	-3%	-1%	0%

A second format for some results above.
Values run as follows: AmpC detergent, HCMV inh, LmPK inhibitor, Tb PYK inh, AmpC inh no detg, HCV inh, AMA1-RON2 inh
> CCOC(=O)c1oc2ccc(CNC(C)(C)C)c(Cl)c2c1C
  1%, 2, -3%, -1%, -13%, ?, -10%
> COc1cc2nc(CN3CCN(S(=O)(=O)c4ccc(C)c(C)c4)CC3)[nH]c(=O)c2cc1OC
  4%, -22, -7%, 3%, -10%, 8%, 3%
> C=CCn1c(SCc2nc3cc(C(F)(F)F)ccc3c(=O)[nH]2)nc2sc(CC)cc2c1=O
  -2%, 57, -1%, -6%, -43%, 12%, 8%[2.32 µM]
> CCOC(=O)c1sc(C)c2c(=O)n(CC)nnc12
  0%, 1, -1%, -21%, -3%, -1%, 0%
> CNC(=S)N1CCN=C1Nc1nc(C)cc(C)n1
  6%, 87, 0%, 0%, -6%, -23%, 22%
> CS(=O)(=O)Nc1ccc(S(=O)(=O)N2CCCCCC2)cc1
  -2%, 2, 1%, -5%, -4%, 5%, -9%

Profiles, quoted from the list. Order of screens: AmpC detergent	HCMV inh	LmPK inhibitor	Tb PYK inh	AmpC inh no detg	HCV inh	AMA1-RON2 inh
CCOC(=O)Nc1sc(NS(=O)(=O)c2ccccc2)nc1C reads -14%	-8	4%	-8%	-30%	12%	24%
COc1ccc(CNC(=O)Cn2nnc(-c3ccc(NC(=O)C4CCCCC4)cc3)n2)cc1 reads ?	-5	2%	3%	-18%	-8%	20%

Limited to AmpC detergent, Tb PYK inh and HCMV inh, for 3 of the compounds above:
SMILES,AmpC detergent,Tb PYK inh,HCMV inh
CCOC(=O)c1oc2ccc(CNC(C)(C)C)c(Cl)c2c1C,1%,-1%,2
CCOC(=O)c1oc2ccc(/C=N/O)c(Cl)c2c1C,0%,-1%,-5
Cc1nn(Cc2ccc(Cl)cc2)c(C)c1NC(=O)CSc1nc2c(c(C(F)(F)F)n1)CCc1ccccc1-2,-5%,0%,-30

Screens deposited in PubChem by National Center for Advancing Translational Sciences (NCATS).

Not a hit list; any-hit rate near 7.5%.
